Assay outcomes (PubChem BioAssay)
H9c2 protect = cardioprotection against H2O2-induced cell death, primary screen, uHTS, H9c2 cells, ATPLite luminescence; H9c2 cardiomyocytes, H2O2 injury protection, 2 h; protection from H2O2 cell death, % at 20 µM; 0.63% of 360,000 active;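 active = compounds giving at least 50% protection of heart cells from peroxide-induced death in the single-dose screen, raw or plate-pattern-corrected value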;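 also: 0% = DMSO wells with peroxide and 100% = DMSO wells without peroxide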
CaV13 ICDI inh = Primary screen for inhibitors of IQ motif and Ca2+-dependent inactivation inhibitor domain binding in CACNA1D, Förster resonance energy transfer in living cells, …; HEK cells, CFP/YFP FRET ICDI-IQ, plate reader, 10 min; percent FRET-ratio fall versus neutral wells; inhibition, % at 12.3 µM; 0.098% of 340,000 active;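 active = mean replicate inhibition of at least 30% and at least 1% of replicates passing that level; inconclusive = only one of the two criteria is met; inactive = neither criterion is met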;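 also: 0% = median of the neutral control wells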
ABCB6 inh MLPCN = ABCB6 transporter inhibitors, primary screen, K562-ABCB6 cells, flow cytometry, MLPCN library | ATP-binding cassette sub-family B member 6 (Homo sapiens), Q9NP58 | fluorescence ratio to DMSO, % at 10 µM | K562-ABCB6 porphyrin accumulation, 1 h; active compounds read low | 0.19% of 360,000 active | AID 602162, 2011;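 active = fluorescence ratio to DMSO below 75%, the collection mean minus 3 SD; inconclusive = too few cells collected in the well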;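 also: signal is porphyrin accumulated inside mitochondria; 100% equals median channel fluorescence of DMSO control wells; lower ratio means ABCB6 inhibition with less porphyrin fluorescence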
Granule exo inh = LAMP-1 surface exposure blockers, TALL-104 cells – cell-based, flow cytometry, MLPCN library, primary screen; TALL-104 LAMP-1 surface exposure; cells stimulated with thapsigargin and PMA; inhibition, % at 10 µM; 0.66% of 360,000 active; AID 651702, 2012;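 active = inhibition above about 55%, limit read from the data; inconclusive = no clear call, values can overlap the other calls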
PDI inh = inhibitors of human PDI, primary screen, biochemical, turbidity, single point, plate reader. Protein disulfide-isomerase (Homo sapiens), P07237. PDI insulin aggregation turbidity, A650, 90 min. inhibition, % at 10 µM. 0.052% of 350,000 active;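 active = mean inhibition across replicates of 30% or more, whatever share of single replicates reach that level; inconclusive = mean inhibition below 30% while every single replicate reaches 30%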;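 also: absorbance from insulin aggregation driven by PDI reduction with DTT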
Target sequence (P07237 whole entry, looked up): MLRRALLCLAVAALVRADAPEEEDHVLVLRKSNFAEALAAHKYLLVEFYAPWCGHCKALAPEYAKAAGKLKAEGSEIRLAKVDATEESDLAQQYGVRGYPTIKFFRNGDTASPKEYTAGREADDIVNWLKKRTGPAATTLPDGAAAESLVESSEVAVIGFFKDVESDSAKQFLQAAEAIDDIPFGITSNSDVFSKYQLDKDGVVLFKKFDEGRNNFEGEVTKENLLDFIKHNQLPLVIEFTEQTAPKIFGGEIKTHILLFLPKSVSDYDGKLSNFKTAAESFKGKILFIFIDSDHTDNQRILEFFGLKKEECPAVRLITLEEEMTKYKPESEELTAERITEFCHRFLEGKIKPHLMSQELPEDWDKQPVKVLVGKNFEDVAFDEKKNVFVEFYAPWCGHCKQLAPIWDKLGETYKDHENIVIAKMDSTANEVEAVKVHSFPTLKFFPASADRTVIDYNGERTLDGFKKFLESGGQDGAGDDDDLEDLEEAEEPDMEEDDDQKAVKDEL
Vif inh = HIV Vif self-association inhibitors, primary screen, imaging, HEK293T, single point | HEK293T cells, Vif self-association by quenched fluorescence, 24 h | inhibition, % at 7.49 µM | 0.35% of 340,000 active; in the data active = inhibition above about 50%, passing the limit was not always enough; inconclusive = no clear call, values can overlap the other calls; inactive = below about 31%; also: some results filed as inactive read as strong as hits
m5-HT2A agonist = mouse Htr2a agonists via beta-arrestin recruitment, primary screen, cell-based, luminescence. 5-hydroxytryptamine receptor 2A (Mus musculus), P35363. CHO-K1 mHTR2A beta-arrestin complementation; percent of 30 µM serotonin response. activation, % at 7.6 µM. 0.66% of 360,000 active;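 active = activation above a run cutoff, the mean activation of all tested compounds plus 3 SD, cut at about 14% in these data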;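 also: 0% = plate median of compound wells and 100% = 30 µM serotonin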
Target sequence (P35363 whole entry, looked up): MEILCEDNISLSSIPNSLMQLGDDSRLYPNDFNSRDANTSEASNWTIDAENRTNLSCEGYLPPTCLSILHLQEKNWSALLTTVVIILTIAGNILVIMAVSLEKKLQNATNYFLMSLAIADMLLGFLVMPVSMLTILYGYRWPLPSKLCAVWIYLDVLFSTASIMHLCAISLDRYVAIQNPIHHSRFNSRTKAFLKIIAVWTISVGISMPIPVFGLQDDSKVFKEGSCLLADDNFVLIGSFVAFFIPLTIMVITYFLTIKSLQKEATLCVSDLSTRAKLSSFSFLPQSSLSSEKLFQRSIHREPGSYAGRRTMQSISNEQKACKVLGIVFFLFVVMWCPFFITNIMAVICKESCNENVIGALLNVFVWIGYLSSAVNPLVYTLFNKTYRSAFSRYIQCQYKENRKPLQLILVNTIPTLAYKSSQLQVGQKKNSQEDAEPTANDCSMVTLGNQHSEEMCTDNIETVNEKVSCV
Glyco luc inh = increase of ERlucT glycosylation luciferase signal, primary screen, N-linked glycosylation inhibitor project, D54 ERlucT cells, luminescence, set 2 | D54 ERlucT glycosylation luciferase reporter, 24 h; percent of 100 nM tunicamycin response | reporter increase, % at 12.5 µM | 0.23% of 360,000 active | AID 588692, 2011;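 active = mean luciferase reporter signal, scaled so untreated is 0 and the glycosylation-blocking control 100, at or above a set limit in every replicate; inconclusive = mean reaches the limit but not every replicate does; inactive = mean below the limit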;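 also: luciferase carries N-glycosylation sites so blocking glycosylation raises the light; 0% = median of neutral control wells and 100% = median of 100 nM tunicamycin wells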
aDG glyco act = activators of alpha-DG glycosylation, primary screen, uHTS, Pro5-aDG cells, AlphaScreen; 0.22% of 360,000 active; alpha-DG glycosylation AlphaScreen (IIH6); 0% Pro5, 100% B10-LARGE cell signal; activation, % at 10 µM;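 active = activation of at least 8% versus controls, or a plate z-score of at least 8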;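 also: Pro5 are CHO cells carrying HIG-tagged alpha-DG that lacks glycosylation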
hiPSC survival = enhancers of single-cell hiPSC survival, primary screen, ATPlite luminescence | survival enhancement, % at 20 µM | AID 602274, 2012 | 0.044% of 360,000 active | 100% = ROCK inhibitor wells, 0% = DMSO; in the data active = survival enhancement above about 18%;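 also: cells exposed to compounds for 16 hours before the ATP read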
* marks the source's active call; other numbers are inactive results; ? = inconclusive; . = not tested or not shown.

SMILES	H9c2 protect	CaV13 ICDI inh	ABCB6 inh MLPCN	Granule exo inh	PDI inh	Vif inh	m5-HT2A agonist	Glyco luc inh	aDG glyco act	hiPSC survival
O=C(O)CCCCCCCCCCCNC(=O)NC12CC3CC(CC(C3)C1)C2	16.4	-9.6	80.0	79.6*	-13.3	.	1.5	1.3	-0.2	-1.4
O=C(CCn1c(=O)[nH]c2ccsc2c1=O)N1CCN(c2ccc([N+](=O)[O-])cc2)CC1	6.2	-3.1	96.0	9.1	6.7	-3.0	-6.6	-5.3	0.0	-0.7
COc1cc(OC)cc(-c2c(-c3ccc(F)cc3)c3cc(-c4ccc5cc[nH]c5c4)ccc3n2C)c1	-2.1	-7.8	100.0	-0.5	-5.6	-3.3	-7.6	-8.7	2.7	-2.9
COc1ccc2oc(=O)c(C(=O)OCc3ccccc3)cc2c1	-4.1	-5.3	101.0	2.8	-8.4	1.0	-2.7	0.8	0.1	-0.5
CCc1nc2ccc(C(=O)NCCc3c[nH]c4ccccc34)cn2c1N(C)Cc1nccn1C	14.7	-8.5	95.0	1.9	16.5	1.8	-7.2	-0.8	0.1	-2.0
CCOc1c2ccc(C(=O)NCc3ccc4c(c3)OCO4)cc2nn1CCOC	10.7	-6.3	96.0	2.1	-1.3	-2.6	-3.1	0.5	0.2	1.6
CCOC(=O)N1CCN(C(=O)CCCCn2c(=S)[nH]c3ccsc3c2=O)CC1	2.0	-2.2	94.0	2.7	-0.4	18.2	11.1	3.8	-0.1	-0.1
COCCNC(=O)CN(Cc1ccc(Cl)cc1)S(C)(=O)=O	0.4	-4.3	95.0	-1.4	-5.7	5.4	-1.4	1.8	-0.3	0.8
CC1=NN(C(C#N)c2ccccc2C)C(C)(C)C1 (centres undefined)	2.8	-4.9	99.0	1.4	5.0	17.5	-8.4	1.3	-0.3	1.3
CCCS(=O)(=O)NC(=O)C1(C)CCCN(C(=O)c2cccnc2Oc2ccccc2)C1 (centres undefined)	4.5	-4.4	98.0	0.3	-6.2	4.8	9.8	1.7	0.0	1.8
O=C(CS(=O)(=O)c1cn(CC(=O)N2CCCC2)c2ccccc12)Nc1ccccc1	-0.9	-3.0	99.0	-0.5	5.0	.	5.0	.	0.3	-0.6
O=C(CS(=O)(=O)Cc1ccccc1)Nc1ccc(Cl)cn1	-2.6	3.8	97.0	-0.4	19.3	2.1	-1.6	-0.6	0.3	4.1
Cc1cc(C)nc(NC(=O)NS(=O)(=O)N2CCCCCC2)n1	-11.2	-5.0	96.0	-7.8	3.4	5.9	-2.2	0.6	1.3	6.0
CCC(C)N(C(=O)COC(=O)c1ccc(=O)n(Cc2ccccc2)n1)C1CCS(=O)(=O)C1 (centres undefined)	-1.5	-5.8	95.0	1.1	9.3	3.1	8.0	1.4	0.0	-0.3
C=CCNC(=O)COC(=O)CNC(=O)c1cc(Cl)cc([N+](=O)[O-])c1	3.0	-4.8	97.0	3.4	-0.8	-6.3	1.3	1.2	-0.1	2.0
CN1C[C@@H]2[C@@H]3C(=O)N(Cc4ccccc4)C(=O)[C@@H]3[C@](C)(C1=O)N2C(=O)c1ccc(C(F)(F)F)cc1	13.1	-10.2	103.0	-3.1	-0.9	2.9	-1.8	1.2	-0.2	-3.9
CCOC(=O)[C@@H]1[C@H]2COc3ccccc3[C@@H]2N2C(=O)N(c3cccc(C)c3)C(=O)[C@@]12C	4.0	-3.2	102.0	-1.2	3.9	-0.9	2.2	5.9	0.0	-2.0
Cc1ccc(C(=O)Oc2ccc(N3C(=O)CCC3=O)c(C)c2)cc1	-14.2	-6.9	96.0	-3.6	-0.8	?	4.2	2.1	0.1	0.9
COc1ccc(N2CCN(C(=O)CN3C(=O)NC4(CCCc5ccccc54)C3=O)CC2)cc1 (centres undefined)	-8.4	-7.0	86.0	-12.0	-1.9	.	5.5	0.1	-0.2	-0.3
Cc1ccc(OC(C)C(=O)Nc2ccc(S(=O)(=O)Nc3cc(C)on3)cc2)cc1 (centres undefined)	3.6	-10.1	87.0	-3.5	10.7	24.5	6.5	1.3	-0.3	4.3
Cc1cc(OCC(=O)Nc2ccncc2)ccc1Cl	-20.5	5.1	91.0	-0.7	-1.9	-14.9	2.6	3.2	0.1	0.1
COc1cccc(CNC(=S)NC2CCCC2)c1	-3.8	-3.1	97.0	-3.3	1.4	-5.2	2.3	-0.8	0.2	0.4
CCCCn1nc(C(=O)NC2=NCCS2)c2ccccc2c1=O	17.1	-3.1	94.0	-2.3	-7.8	2.4	-0.9	1.7	-0.2	-0.4
COc1ccc(C2(CNC(=O)c3cc(OC)c(OC)c(OC)c3)CCCC2)cc1OC	5.2	-4.6	98.0	2.0	2.2	24.0	-0.2	34.6*	0.1	1.9
Nc1ccn([C@@H]2O[C@H](C(=O)N3CCN(c4ccc(Cl)cn4)CC3)[C@@H](O)[C@H]2O)c(=O)n1	0.7	.	97.0	0.1	.	.	-1.1	4.5	-0.3	-1.2
SMILES	H9c2 protect	CaV13 ICDI inh	ABCB6 inh MLPCN	Granule exo inh	PDI inh	Vif inh	m5-HT2A agonist	Glyco luc inh	aDG glyco act	hiPSC survival
COCC(=O)Nc1nc2n(n1)C(c1ccc(OC)cc1)CC(c1ccc(OC)cc1)N2 (centres undefined)	-1.1	-2.2	93.0	1.6	-10.8	0.0	1.2	0.3	-0.1	-1.9
CN1CCN(CC(=O)Nc2ccc([N+](=O)[O-])cc2Br)CC1	-0.4	-18.1	101.0	-2.3	-2.7	1.5	1.4	-3.2	0.1	-2.6
CC(C)CCN1C(=O)c2ccc(C(=O)NCc3ccco3)cc2C1=O	-2.2	0.2	90.0	4.7	-1.7	-2.4	-2.4	-0.9	0.1	3.2
CC1=NN(c2ccc(Br)cc2)C(=O)/C1=C/c1cccs1	-6.7	.	98.0	2.0	-2.3	8.9	-2.9	0.6	-0.3	4.2
COC(=O)[C@@H](NC(=O)N1CCN(c2cccc(C(F)(F)F)c2)CC1)C(C)C	-0.4	.	95.0	-3.0	-8.8	5.4	-0.6	-1.4	0.1	8.4
CSc1ncc(Cl)c(C(=O)Nc2nnc(SC)s2)n1	11.7	-4.8	94.0	7.4	6.6	-4.7	0.9	4.3	-0.1	0.8
O=C(NCc1ccccc1)NC1(C(=O)N2CCN(c3ncccn3)CC2)CCCCC1	-3.7	-5.5	96.0	0.0	1.6	-1.8	6.5	0.4	0.2	-0.4
CCOCCCNC(=S)N(CCCN(C)C)Cc1cc2cc3c(cc2[nH]c1=O)OCCO3	2.1	-3.6	96.0	-3.5	-1.5	23.4	-2.8	4.8	-0.1	0.6
O=C(Cc1ccccc1)NN=C1CCCC1	0.6	-1.7	98.0	7.9	-2.7	10.3	-6.4	4.3	0.0	0.8
Cc1c(CCC(=O)N2CCC(C(=O)NCCCCCC(=O)O)CC2)c(=O)oc2cc3oc4c(c3cc12)CCCC4	-3.3	-1.5	104.0	-8.3	-1.6	28.4	0.0	0.3	-0.2	-0.5
O=C1CC(c2ccccc2)CC(=O)C1=CN1CCCC1 (centres undefined)	6.7	-20.1	96.0	6.7	-13.8	-9.5	-6.2	0.9	0.0	-0.4
c1ccc(Cc2noc(CN3CCC(CN4CCOCC4)CC3)n2)cc1	7.0	-1.4	107.0	1.8	-5.7	-3.0	-3.6	1.0	0.4	-0.5
COC(=O)c1ccc2c(=O)n(CCCCCC(=O)N3CCN(c4ccccc4)CC3)c(=O)[nH]c2c1	-1.5	-4.6	91.0	0.7	10.6	-0.6	-0.1	-1.2	0.3	3.9
Cc1ccc(-n2ncc3c(N4CCN(c5ccc(F)cc5)CC4)ncnc32)c(C)c1	-10.8	-8.4	90.0	-1.8	4.6	-12.3	2.6	-4.8	2.7	-3.9
CC(C)(C)NC(=O)C1Cc2ccccc2CN1 (centres undefined)	5.2	4.5	95.0	-3.3	4.9	8.7	0.1	1.0	0.0	-1.0
COc1ccccc1C(=O)Nc1c2c(nn1-c1cccc(C)c1C)CS(=O)C2 (centres undefined)	18.4	.	94.0	13.0	-6.2	.	7.0	2.1	0.1	1.2
CCOc1cc(/C=C2\SC(N3CCCC(C)C3)=NC2=O)ccc1O (centres undefined)	6.6	-23.6	96.0	-5.1	-3.5	5.5	-6.7	3.2	-0.2	4.6
C#CC1(NC(=O)NC(=O)c2c(F)cccc2F)CCCCC1	-0.6	-5.4	97.0	0.7	13.1	4.0	-1.1	1.3	0.2	-0.5
Brc1cccc(OCCOCCn2ccnc2)c1	6.7	-4.2	94.0	-1.3	-2.3	16.4	-3.7	5.1	0.4	1.6
CCC(=O)Nc1cccc(-c2ccc(N3CCC(C)CC3)nn2)c1	-18.9	-11.9	98.0	-0.1	-2.9	-1.5	3.1	-21.0	0.3	-0.6
COc1ccc(OC)c(S(=O)(=O)Nc2ccc3c(c2)OCCO3)c1	5.4	-4.7	99.0	5.1	-0.9	3.2	10.0	-7.7	-0.1	-3.3
CC1CCCN(C(=O)CCc2nnc(-c3ccc4c(c3)OCO4)o2)C1 (centres undefined)	-0.6	-6.4	100.0	2.2	2.8	7.6	-2.1	-1.3	-0.1	-0.3
COc1ccccc1CCC(=O)OCC(=O)Nc1ccc(C(N)=O)cc1	-4.1	-7.2	96.0	9.6	6.1	-5.9	-3.9	2.0	-0.1	0.2
O=C(NNC1=Nc2ccccc2SC1)c1cccc([N+](=O)[O-])c1	44.6	-1.9	96.0	22.9	-2.0	-7.1	-4.5	12.5	-0.5	-0.4
Nc1nc(N)c(N=O)c(Nc2cccc(Cl)c2)n1	.	-12.6	96.0	-13.9	.	.	-3.8	.	0.0	-1.5
CCCCOC(=O)Cn1c(-c2ccccc2)nc2ccccc2c1=O	-4.5	-4.9	103.0	-1.9	10.4	4.4	0.9	0.5	-0.2	-0.2
O=C(N/N=C1/CC(c2ccccc2)Oc2ccccc21)C1CC1 (centres undefined)	3.9	-9.9	102.0	-20.5	-5.3	-2.1	0.2	-5.1	-0.3	-0.2
Cc1csc(=O)n1CC(=O)OCC(=O)Nc1cc(S(=O)(=O)N2CCOCC2)ccc1Cl	0.6	-6.7	99.0	-0.5	4.5	-7.9	-1.6	1.3	-0.1	-0.3

Full records as entered above. Order of screens: H9c2 protect	CaV13 ICDI inh	ABCB6 inh MLPCN	Granule exo inh	PDI inh	Vif inh	m5-HT2A agonist	Glyco luc inh	aDG glyco act	hiPSC survival
Nc1nc(N)c(N=O)c(Nc2cccc(Cl)c2)n1 as listed: .	-12.6	96.0	-13.9	.	.	-3.8	.	0.0	-1.5
O=C(Cc1ccccc1)NN=C1CCCC1 as listed: 0.6	-1.7	98.0	7.9	-2.7	10.3	-6.4	4.3	0.0	0.8
